# High-throughput results deposited in PubChem BioAssay by The Scripps Research Institute Molecular Screening Center.
# GPR151 activ = activators of human GPR151, primary screen, cell-based, PathHunter beta-arrestin, luminescence. G-protein coupled receptor 151 (Homo sapiens), Q8TDV0. PathHunter beta-arrestin GPR151 cells. activation, % at 11.2 µM. actives 1% (n = 650,000). AID 1508602, 2020; in the data active = activation above about 4.9%;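 also: 0% = median of compound wells and 100% = cells with positive control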
# Target sequence (Q8TDV0 whole entry, looked up): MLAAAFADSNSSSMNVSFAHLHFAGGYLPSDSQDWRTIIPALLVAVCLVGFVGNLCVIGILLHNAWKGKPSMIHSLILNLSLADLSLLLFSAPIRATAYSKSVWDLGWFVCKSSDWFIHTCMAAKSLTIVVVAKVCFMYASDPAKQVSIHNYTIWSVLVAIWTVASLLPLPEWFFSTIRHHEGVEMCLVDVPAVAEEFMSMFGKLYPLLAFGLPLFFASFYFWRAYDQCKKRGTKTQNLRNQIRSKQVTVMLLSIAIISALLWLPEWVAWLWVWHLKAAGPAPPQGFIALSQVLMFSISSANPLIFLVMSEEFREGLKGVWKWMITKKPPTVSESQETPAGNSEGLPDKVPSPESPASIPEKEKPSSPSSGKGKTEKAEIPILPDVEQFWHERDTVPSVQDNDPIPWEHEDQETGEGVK
# MITF primary = MITF inhibitors, primary screen, biochemical, AlphaScreen, human. AlphaScreen MITF homodimerization, bead proximity signal. inhibition, % at 2.6 µM. actives 0.91% (n = 650,000). AID 1259374, 2018; in the data active = inhibition above about 50%;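 also: 0% = vehicle wells with protein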
# FBW7 act = FBW7 E3 ligase activators, primary screen, biochemical, AlphaScreen, human; F-box/WD repeat-containing protein 7 (Homo sapiens), Q969H0; AlphaScreen FBW7–phospho-cyclin E peptide binding, activator screen; actives 0.13% (n = 650,000); normalized activity (activation), % at 26.1 µM; AID 1259310, 2017; in the data active = normalized activity above about 1.9%;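 also: purified mutant Fbw7 with reduced substrate affinity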
# Target sequence (Q969H0 whole entry, looked up): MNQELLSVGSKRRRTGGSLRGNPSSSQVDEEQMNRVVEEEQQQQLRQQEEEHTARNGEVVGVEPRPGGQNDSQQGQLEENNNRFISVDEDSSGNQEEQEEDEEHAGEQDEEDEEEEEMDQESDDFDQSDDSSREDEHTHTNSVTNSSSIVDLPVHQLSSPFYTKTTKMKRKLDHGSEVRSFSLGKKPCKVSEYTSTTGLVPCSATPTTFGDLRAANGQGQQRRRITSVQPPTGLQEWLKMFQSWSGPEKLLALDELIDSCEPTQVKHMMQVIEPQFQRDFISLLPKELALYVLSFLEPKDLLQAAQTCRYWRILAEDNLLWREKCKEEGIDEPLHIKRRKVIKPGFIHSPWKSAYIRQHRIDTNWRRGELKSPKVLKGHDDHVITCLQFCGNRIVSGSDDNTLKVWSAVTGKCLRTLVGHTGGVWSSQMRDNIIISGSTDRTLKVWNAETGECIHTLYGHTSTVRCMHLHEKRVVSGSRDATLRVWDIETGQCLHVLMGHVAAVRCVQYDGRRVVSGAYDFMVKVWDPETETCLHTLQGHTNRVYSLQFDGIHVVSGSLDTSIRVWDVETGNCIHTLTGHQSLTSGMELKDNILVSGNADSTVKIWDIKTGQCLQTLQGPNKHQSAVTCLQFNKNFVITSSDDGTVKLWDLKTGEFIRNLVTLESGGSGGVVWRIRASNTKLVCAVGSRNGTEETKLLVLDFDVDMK
# TEAD-YAP block = TEAD-YAP interaction inhibition, primary screen, TEAD-YAP interaction inhibitor project, luminescence, HEK-TIYL cells; TEAD-Gal4/YAP UAS-luciferase luminescence; inhibition, % at 9.12 µM; actives 1.4% (n = 640,000); in the data active = inhibition above about 32%;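 also: 0% = median of test compound wells and 100% = reference inhibitor wells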
# * = called active by the depositor; & = joins results of further samples.
SMILES,GPR151 activ,MITF primary,FBW7 act,TEAD-YAP block
CC(C)Cc1nc(SCc2cccnc2)c2c(=O)n(C)c(=O)n(C)c2n1,-0.5,6,0.5,2
COc1cccc(-n2c(=O)[nH]cc(C(=O)Nc3ccc(F)c(F)c3)c2=O)c1,0.3,1,0.0,-1
COc1ccc(Sc2ccc(C(=O)O)cc2[N+](=O)[O-])cc1,1.5,7,0.1,8
O=C(Cn1cnc2ccccc2c1=O)NCc1ccco1,1.3,14,0.1,4
CC(C)OCCNC(=O)CCc1nnc(-c2ccc(-c3ccccc3)cc2)o1,0.6,10,0.0,13
Cc1cccc(N2C(=O)NC(=O)/C(=C\c3ccc(OC(C)C(=O)O)cc3)C2=O)c1C (stereo not drawn),0.4,12,-0.2,1
N#Cc1cc(C(=O)c2cc(Br)ccc2O)cn(C2CCCCC2)c1=O,1.6,6,0.0,-1
O=C(c1ccc(S(=O)(=O)c2ccc(Br)cc2)c([N+](=O)[O-])c1)N1CCOCC1,-1.9,3,0.2,22
CNc1cc(-n2nc(-c3ccccc3)cc2-c2ccccc2)ncn1,1.4,5,-0.1,-7
O=C(COc1ccc2ccccc2c1)NCCNC(=O)c1ccco1,-1.8,8,0.0,3

# Profiles as entered above.
# Shown for COc1cccc(-n2c(=O)[nH]cc(C(=O)Nc3ccc(F)c(F)c3)c2=O)c1 : GPR151 activ = 0.3; MITF primary = 1; FBW7 act = 0.0; TEAD-YAP block = -1
# Shown for Cc1cccc(N2C(=O)NC(=O)/C(=C\c3ccc(OC(C)C(=O)O)cc3)C2=O)c1C (stereo not drawn) : GPR151 activ = 0.4; MITF primary = 12; FBW7 act = -0.2; TEAD-YAP block = 1
# Shown for CC(C)Cc1nc(SCc2cccnc2)c2c(=O)n(C)c(=O)n(C)c2n1 : GPR151 activ = -0.5; MITF primary = 6; FBW7 act = 0.5; TEAD-YAP block = 2

# Four entries from above, reformatted:
SMILES | GPR151 activ | MITF primary | FBW7 act | TEAD-YAP block
N#Cc1cc(C(=O)c2cc(Br)ccc2O)cn(C2CCCCC2)c1=O | 1.6 | 6 | 0.0 | -1
O=C(c1ccc(S(=O)(=O)c2ccc(Br)cc2)c([N+](=O)[O-])c1)N1CCOCC1 | -1.9 | 3 | 0.2 | 22
CNc1cc(-n2nc(-c3ccccc3)cc2-c2ccccc2)ncn1 | 1.4 | 5 | -0.1 | -7
O=C(COc1ccc2ccccc2c1)NCCNC(=O)c1ccco1 | -1.8 | 8 | 0.0 | 3

# Next part
SMILES,GPR151 activ,MITF primary,FBW7 act,TEAD-YAP block
COC(=O)c1ccccc1NC(=O)CN(c1cccc(Cl)c1Cl)S(C)(=O)=O,-0.2,6,0.0,12
CCOC(=O)C1(CCOc2ccccc2)CCN(Cc2cccc3nonc23)CC1,0.1,-7,-0.1,1
Cc1nc2cc(-c3ccccc3)nn2c(C)c1CCC(=O)N1CCCC1,0.0,11,-0.1,-29
CCCNC(=O)Cn1cnc2sc(C(=O)N3CCN(c4ccccc4F)CC3)c(C)c2c1=O,2.3,3,0.1,5
CC(C)(C)CC(=O)N1CCC(c2nc3c(nnn3Cc3ccc(F)cc3)c(=O)[nH]2)CC1,-0.7,-9,-0.1,-7
COc1ccc(NC(=O)N2CCCC2C(=O)Nc2ccccc2)cc1 (stereo not drawn),-0.5,1,0.0,-5
CCc1cc2c(=O)c(-c3ccccc3)c(C(F)(F)F)oc2cc1OC,0.0,-20,0.2,-4
O=C1CCCN1CCCNc1nc(NC2CC2)c2ncn(-c3ccccc3)c2n1,-2.4,5,-0.1,42*
CC(NC(=O)c1ccc(I)cc1)c1ccccc1 (stereo not drawn),-0.7,-2,-0.2,-3
O=C(CCc1n[nH]c(=O)[nH]c1=O)N/N=C/c1c(F)cccc1Cl,-1.8,-5,-0.1,-4
N#Cc1ccc(-n2nc(-c3ccccc3)c3ccccc3c2=O)c([N+](=O)[O-])c1,1.9,-3,-0.2,-5
Cc1nn(Cc2c(F)cccc2Cl)c(C)c1NC(=O)Nc1cccc([N+](=O)[O-])c1,1.2,-4,-0.1,-6
CCc1cccc(NC(=O)Cn2cnc3c(sc4cccc(F)c43)c2=O)c1,1.3,-12,-0.1,-4
CC1=C(C(=O)OCCOC(C)C)C(c2coc3ccccc3c2=O)C2=C(CCCC2=O)N1 (stereo not drawn),0.7&1.6,24&9,0.3&0.2,4&2
O=C(c1ccc(Br)cc1)N1CCN(c2ccc(F)cc2[N+](=O)[O-])CC1,-0.5,6,0.0,9
Cc1cccc(NS(=O)(=O)c2ccc3[nH]c(=O)c(=O)[nH]c3c2)c1,0.4,-9,-0.1,7
CCOC(=O)c1c(NC(=O)c2ccc(-c3ccccc3)cc2)sc(C)c1C,-1.0,13,0.0,6
Cc1sc(NC(=O)c2ccco2)c(C(c2ccc(F)cc2)N2CCC(C)CC2)c1C (stereo not drawn),0.4,6,-0.1,4
C=CCNC(=O)CN(c1ccccc1OC)S(=O)(=O)c1ccc(C)cc1,-1.1,-5,0.0,-13
Cc1nc2ccccn2c1C(=O)NC(C)C,-0.6,2,0.2,8
O=C(COC(=O)c1ccc([N+](=O)[O-])o1)Nc1ccc(Cl)cc1F,0.6,5,-0.1,12
Cc1nc2c(ccc3nc(NC(=O)c4cccc(Oc5ccccc5)c4)sc32)s1,0.6,-3,0.1,-31
O=C(Nc1nc(-c2ccc(F)cc2)cs1)c1cc2ccccc2oc1=O,-0.5,3,0.0,-3
O=S(=O)(c1cc(Br)c(Br)s1)N1CCN(Cc2ccccc2)CC1,-0.3,17,0.0,9
CC(C)CN1CCC(C(=O)N2CCN(c3ccccc3F)CC2)CC1,1.1,36,-0.1,0
COc1cccc(C2CC(=O)NC3=C2C(=O)CC(c2cc(OC)ccc2OC)C3)c1 (stereo not drawn),0.3,3,-0.1,-3
Cc1cc(Br)c(O)c(C2NC(C(=O)O)Cc3c2[nH]c2ccccc32)c1 (stereo not drawn),-1.5,-1,0.3,11
Cc1ccc(S(=O)(=O)Nc2ccc3oc(C)c(C(=O)OCc4ccccc4)c3c2)cc1,1.3,6,0.5,-10
Nc1nc(SCC(=O)Nc2c(Cl)cccc2Cl)n[nH]1,2.6,23,0.9,1
CC(C)NC(=O)CSc1nnc(-c2ccco2)o1,-0.8,10,0.6,6
Cc1cccc(CSCCNC(=O)CN(c2cc(C)cc(C)c2)S(C)(=O)=O)c1,0.2,-1,0.0,-1
CSCC(=O)N1CCC[C@@H]2CN(C(=O)Cc3ccc(F)cc3)CC[C@H]21,1.1,-3,0.1,-16
COc1cc(NS(=O)(=O)c2ccc(N)cc2)ncn1,0.8&-0.8,7&7,0.0&0.0,-4
O=C(CN1C(=O)c2ccccc2S1(=O)=O)N1c2ccccc2Sc2ccccc21,-0.2,-2,-0.1,2
COc1ccc(C(=O)Nc2ccc(O)c(-c3nc4ccccc4s3)c2)cc1,1.9,6,0.1,0
O=C(c1ccc2c(c1)OCO2)N1CCc2nc(N3CCCCC3)[nH]c(=O)c2C1,0.0,-13,0.0,-2
COc1ccc(CNC(=O)C(=O)N/N=C/c2ccccc2[N+](=O)[O-])cc1,-0.1,6,0.2,-2
O=C1CN(c2ccc([N+](=O)[O-])c3cnccc23)CCN1,-0.8,1,0.0,-3
Cc1onc(-c2c(F)cccc2Cl)c1C(=O)N1CCN(S(C)(=O)=O)CC1,1.5,5,0.0,0
COc1ccc(/C=C/C(=O)Nc2ccc(S(=O)(=O)N3CCCC3)cc2)cc1,1.1,-4,-0.2,14
COCCNC(=O)C(=O)NC1CC1,0.7,5,0.0,5
O=C(O)C1CCCN1S(=O)(=O)c1ccc(F)cc1 (stereo not drawn),1.1,2,-0.1,3
CCOC(=O)c1c(C)c2c(=O)[nH]ncn2c1C,-0.6,16,0.8,-20
O=C(NCCNc1ncnc2sc3c(c12)CCCC3)c1cccs1,1.2,-4,-0.2,-9
CC1CCN(C(=O)CN2C(=O)C(C)(C)Oc3ccc(C(=O)NC(C)C)cc32)CC1,0.2,-14,0.0,-8
Cc1cc(C)nc(NN2C(=O)/C(=C/c3ccc(O)cc3)SC2=S)n1,-0.4,3,-0.1,-12
Cc1ccc(S(=O)(=O)CCc2nnc(NC(=O)c3ccc([N+](=O)[O-])cc3)s2)cc1,3.6,-3,-0.1,-5
COc1ccc(OC)c(/C=C(\NC(=O)c2ccccc2)C(=O)N/N=C/c2cccc(O)c2)c1,-2.3,7,2.5*,-4
Cc1cccc(-n2c(SCC(=O)NCCC3=CCCCC3)nc3n[nH]c(C)c3c2=N)c1,-0.2,0,-0.1,-7
CCS(=O)(=O)N1CCN=C1SCc1ccccc1Cl,-0.5,9,-0.1,-1
# The list continues:
SMILES,GPR151 activ,MITF primary,FBW7 act,TEAD-YAP block
CCOC(=O)Cc1csc(N)n1,-0.4,2,0.0,-8
O=C(CCN1CCOCC1)Nc1ccc(Br)cc1,1.6,15,-0.2,-7
CC(=O)N1CCN(C(=S)c2ccc(-c3ccc(Br)cc3)o2)CC1,-1.6,1,-0.2,-16
Fc1cccc(F)c1CSc1nc2ccccc2s1,-0.8,8,0.5,-38
O=C1CC(c2ccco2)CC2=C1C(c1ccccc1)n1nc(C(F)(F)F)nc1N2 (stereo not drawn),1.6,-17,0.0,2
COc1ccc(-c2noc(CN(C(=O)c3cccc(OC)c3)C(C)C)n2)cc1,-0.7,-4,0.1,-21
COCCCNS(=O)(=O)c1ccc2[nH]c(=O)[nH]c2c1,6.0*,-3,-0.2,-6
COc1ccccc1CNC(=O)CCSCc1cccc(Cl)c1,-0.5,0,-0.1,-12
COc1ccc([N+](=O)[O-])cc1CSc1nnnn1Cc1ccccc1,-2.2,-13,-0.1,-8
CCc1c(C)sc(NC(=O)Nc2ccc(Cl)c(Cl)c2)c1C(N)=O,-1.3,-4,0.6,0
CCOc1ccc(OCc2ccc(C(=O)N/N=C(\C)c3cccnc3)cc2)cc1,-0.6,-4,0.1,-11
O=C(O)/C(Cc1ccccc1[N+](=O)[O-])=N/n1cnnc1,0.8,1,0.0,-6
O=C(Nc1cccc([N+](=O)[O-])c1)c1ccc(S(=O)(=O)N2CCCCC2)cc1,1.0,1,0.1,-6
O=C(/C=C/Nc1ccc(Br)c(Cl)c1)c1ccco1,-0.3,13,0.8,-76
COc1cc(C=O)ccc1OC(=O)c1ccccc1,-1.8,-7,0.0,4
Cc1c(Cl)ccc2sc(N3CCN(C(=O)c4ccc5ncsc5c4)CC3)nc12,1.1,11,0.1,3
Cc1nc(N2CCC(C)CC2)c2c(C)c(C(=O)N3CC(C)CC(C)C3)sc2n1 (stereo not drawn),-0.2,-15,-0.1,-2
O=C(O)c1cc(N=Nc2c(O)[nH]c(=O)[nH]c2=O)cc(C(=O)O)c1,0.0,49,0.0,-5
CCCCNC(=O)c1sc(=S)n(-c2cc(OC)ccc2OC)c1N,-0.8,-3,-0.1,-16
CCCCSc1nnc2c(n1)OC(c1ccccc1OCCC)Nc1ccccc1-2 (stereo not drawn),-0.1,8,0.1,-15
Cn1nnnc1SCCNCc1ccccc1OCc1ccccc1Cl,-0.4,3,-0.1,-5
Cc1nc2c(C(=O)N3CCOCC3)cnn2c(C)c1Cc1ccccc1,0.8,0,-0.1,-37
N#Cc1c(-c2ccccc2)cc(-c2ccc(Br)cc2)nc1SCCS(=O)Cc1ccccc1 (stereo not drawn),-0.7,8,-0.1,2
O=C(NC12CC3CC(CC(C3)C1)C2)N1CCN(C(=O)NC23CC4CC(CC(C4)C2)C3)CC1,-0.6,0,0.0,8
Cc1ncc([N+](=O)[O-])n1CC[n+]1ccccc1,0.0,-4,0.1,4
CC(=O)c1ccc(Nc2nc3ccc(C)cc3n3cnnc23)cc1,0.7,12,0.0,15
COc1ccc(/C=N/Nc2ccc3nnc(C(F)(F)F)n3n2)cc1OC,-0.9,-14,-0.1,2
CCn1c(=NC(=O)c2ccc(S(=O)(=O)N(C)C)cc2)sc2cc(OC)ccc21,0.4,-20,0.2,8
COc1ccccc1N1CCN(S(=O)(=O)c2ccccc2C#N)CC1,2.4,24,1.0,5
O=C(Cn1cnc2ccccc21)N/N=C\c1ccccc1F,1.1,6,0.0,-4
Clc1ccc(CN2CCN(c3ncnc4c3cnn4Cc3ccc(Cl)cc3Cl)CC2)c(Cl)c1,-0.4,13,-0.1,-11
COc1ccc(CCNC(=O)N2CCN(c3nc4ccccc4[nH]3)CC2)cc1,0.9,9,-0.2,4
CCC(C)N=CC1=C(O)CC(C)(C)CC1=O (stereo not drawn),0.8,16,0.4,2
O=C(N/N=C/c1cccc(Cl)c1Cl)C(=O)N1CCCC1,-1.7,0,-0.1,-11
Cc1[nH]c2ccccc2c1Cc1n[nH]c(=S)n1-c1ccc(Oc2ccccc2)cc1,0.0,-2,-0.1,-3
CC(=O)c1ccc(Nc2nc(N3CCOCC3)nc(N3CCOCC3)n2)cc1,1.2,18,0.6,-35
COc1cc(NS(=O)(=O)c2ccc(OC)c(C)c2C)c(OC)cc1Cl,-1.0,5,0.3,54*
CC(C)(NC(=O)c1ccccc1C(=O)NCc1ccccc1)C(=O)NCc1ccccc1,0.7,2,-0.2,-17
O=C(c1ccc(N2C(=O)CCC2=O)cc1)N1CCOCC1,1.9,-5,-0.2,-14
CCc1nn(CC(=O)NCCCN2CCCC2)c(=O)c2cc3sc(C)cc3n12,-1.1,-5,-0.2,4
CCOC(=O)c1sc2nc(SCc3ccccc3F)n(Cc3ccccc3OC)c(=O)c2c1C,-0.7,5,0.0,-2
CN1CCN(C(=S)Nc2cc([N+](=O)[O-])ccc2Cl)CC1,-0.4,3,0.1,-11
CCCC1=[N+](CC(=O)c2ccccc2)CCn2c(C)ccc21,1.7,-14,0.3,6
